Assay outcomes (PubChem BioAssay)
Cav32 inh = human Cav3.2 channel inhibition, primary screen | O95180 | Cav3.2-expressing cells, Fluo-4 calcium fluorescence FDSS; stronger effect = lower value | B-score at 10 µM | 100,000 tested, 4% active;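 active = single-dose well whose peak fluorescence ratio is a statistical outlier from its plate by either plate-standardised score or position-corrected B-score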
* = called active by the depositor. The list is partial; count on the stated rates, not on these rows.

SMILES	Cav32 inh
CC1(C)CC(=O)C2=C(C1)Nc1cc3c(cc1C2c1ccc(F)cc1)OCO3 (configuration not stated)	0.64
O=C(NC1CCN(C(=S)NCc2ccco2)CC1)C1CCCCC1	0.27
CCN(C(=O)c1ccccc1Cl)c1ccccc1	-0.36
Cc1ccc(CN2C(=O)CCC2C(=O)NC2CC2)cc1 (configuration not stated)	-0.29
O=C(NC1=NCCS1)c1cc(-c2ccccc2)nn1-c1ccccc1	0.21
CCN1CCN(Cc2ccc(NC(=O)c3ccc(C)c(NC(=O)c4nccn4C)c3)cc2C(F)(F)F)CC1	2.3
O=C(Nc1ccccc1O)c1cc(S(=O)(=O)N2CCOCC2)ccc1Cl	0.015
CC(=O)Nc1ccc(SC[C@H](c2ccccc2)N2CCN(CCc3ccccc3)CCC2=O)cc1	0.86
COc1ccc(-n2c(O)c(/C=N/n3cnnc3)c3ccccc3c2=O)cc1	-0.74
COc1cc(NS(=O)(=O)c2ccc(C)cc2C)cc(OC)c1OC	-2
CCOC(=O)Cc1c(C)nc2c(-c3ccc(OC)cc3)c(C)nn2c1C	0.26
O=C(COc1ccc(/C=N/NC(=O)c2cc3ccccc3o2)cc1Br)Nc1ccccc1	0.093
Cc1ccc(N2C(=O)CC(n3nc(C)cc3C)C2=O)cc1 (configuration not stated)	0.11
CC(C)(C)n1nnnc1C(c1ccccn1)N(Cc1ccccc1)Cc1ccc(Cl)cc1 (configuration not stated)	-3.4
Cc1ccc(C)c(C(=O)CSc2nnnn2C(C)C)c1	-2
CS(=O)(=O)N1CCN(c2nc3ccccc3s2)CC1	-3.2
CCOc1ccccc1N1CCN(S(=O)(=O)c2ccc(F)c(F)c2)CC1	-3.7
CC(Cn1cnc2ccccc21)C(=O)O (configuration not stated)	0.49
Cc1cccc2c1N(CC(=O)OC(C)C)C(=O)C2=O	0.63
N#CC1=C2C=CC=CN2CC1=O	-0.16
CC1(C)CC2(CC(C)(C(=O)CSc3nc4ccccc4s3)OC2=O)C(=O)O1 (configuration not stated)	-0.12
Cc1ccc(/C=C/C(=O)Nc2cccc3ncccc23)o1	0.88
COc1ccc(N(C)C(=O)CCS(=O)(=O)c2cccc3nonc23)c(OC)c1	0.47
CCCCN(CC)C(=O)CSc1cc(=O)n(C)c2ccccc12	0.0067
CCOC(=O)c1cc2occc2n1Cc1c(F)cccc1Cl	0.098
COC(=O)C1=C(CCc2ccccc2)NC(=O)NC1c1ccc(C#N)cc1 (configuration not stated)	0.44
CCOC(=O)CSc1nnc(-c2ccco2)n1-c1ccc(C)cc1	-0.16
Nc1nnc(SCC(=O)NCc2ccc3c(c2)OCO3)s1	-0.0076
O=C(CSC1=NCCS1)N1CCc2ccccc21	-0.58
Cc1ccc(/C(=C\CN2CCCC2)c2ccccn2)cc1	0.37
COc1cccc(C2=NOC(C(=O)N3CCN(C(=O)c4ccco4)CC3)C2)c1 (configuration not stated)	0.55
Cc1ccc(NC(=O)COC(=O)C2=COCCO2)cc1	0.71
O=C(CN1CCOCC1)Nc1ccc(NC(=O)CN2CCOCC2)c(Cl)c1	0.22
C(=N\n1cnnc1SCc1ccccc1)/c1ccco1	0.13
Cn1c(CN2CCOCC2)c(C#N)c2ccccc21	0.37
CN(c1ccc(C(=O)NCc2ccc3c(c2)OCO3)cc1)S(C)(=O)=O	-2
O=C(CSc1oc(-c2ccccc2)nc1S(=O)(=O)c1ccc(F)cc1)NCC1CCCO1 (configuration not stated)	-0.92
CC(Oc1ccc(-c2ccccc2)c(F)c1)c1ccn(S(=O)(=O)c2ccc(F)cc2)n1 (configuration not stated)	-2.4
CCOC(=O)c1ccc(Nc2nc(=O)c3cccnc3s2)cc1	0.57
O=S(=O)(c1ccc2oc3ccccc3c2c1)N1CCCC1	-0.59
COc1ccc(CC(CC(=O)O)C(=O)Nc2ccccc2)cc1 (configuration not stated)	-0.043
CCNc1nc(NC(C)(C)C)nc(N(C#N)CC)n1	0.98
COc1ccc(-c2cc(C(=O)N/N=C/c3sccc3C)c3ccccc3n2)c(OC)c1	-3.7
COc1ccc(/C=N/n2cnnc2)cc1COc1ccccn1	-1
CCCCSc1nnc(-c2cc(Br)ccc2N)c(=O)[nH]1	-0.049
O=C(OCc1nnc(-c2ccccc2)o1)c1ccc2c(c1)OCO2	-0.62
Cc1cc(C)n2[nH]c(=O)c(N=Nc3cccc(Cl)c3)c2n1	2.5
CCOc1cc(/C=N/NC(=O)CN2CCCCC2)ccc1OCc1ccccc1	1.1
CC1CC(C)CN(S(=O)(=O)c2cccc(C(=O)N3C(=O)c4cccc(N)c4C3=O)c2)C1 (configuration not stated)	0.035
OC(CN1CCN(c2ccccc2)CC1)c1c[nH]c2ccccc12 (configuration not stated)	-0.95
Cc1ccc(C)c(Cn2c(CN(C)Cc3ccccc3)nc3c2c(=O)n(C)c(=O)n3C)c1	-5.2
Cc1c(N)cccc1-c1nc2ccccc2[nH]1	0.14
CC(NC(=O)c1csc2ccccc12)C1CCCO1 (configuration not stated)	1.3
CCC/C=C(\CCC)C(NC(=O)Cc1ccccc1)c1ccc(C(=O)OC)cc1 (configuration not stated)	-2.2
O=C(c1nnc(Cc2ccc(Cl)cc2)o1)N1CCc2ccccc2C1	-5.7*
Cc1onc(-c2c(Cl)cccc2Cl)c1C(=O)c1c[nH]c(C(=O)NCCCN2CCOCC2)c1	1.3
Cc1ccc(S(=O)(=O)c2c(COC(=O)c3ccccc3Cl)c(-c3ccccc3)nn2C)cc1	-0.92
CN1CCc2c(n(CC(O)CN3C(=O)c4ccccc4S3(=O)=O)c3ccccc23)C1=O (configuration not stated)	-1.8
Cc1ccccc1NS(=O)(=O)c1ccc2[nH]cc(C(=O)NCCCN3CCOCC3)c(=O)c2c1	-1.6
O=C(NCc1ccncc1)Nc1ccc(F)cc1	0.3
Continued.
SMILES	Cav32 inh
CN(CC(=O)Nc1sccc1C#N)C1CCCCC1	0.48
COc1ccc(NC(=O)c2ccc(-n3cccn3)nc2)cc1	0.66
COCCNC(=O)c1c(N)n(/N=C/c2cccs2)c2nc3ccccc3nc12	-1.1
Cc1noc(C)c1COC(=O)c1cccc(S(=O)(=O)N2c3ccccc3CC2C)c1 (configuration not stated)	-1.9
O=C(NCCCO)c1nc2ccccc2s1	-0.096
COc1cccc(S(=O)(=O)NCc2ccc(C(=O)NCc3ccco3)cc2)c1	-0.37
C#CC(C)OC(=O)C(C)NC(=O)c1ccccc1 (configuration not stated)	-0.66
Cc1ccc(-c2nc(CS(=O)CC(=O)NCCN3CCOCC3)c(C)o2)cc1 (configuration not stated)	-0.52
c1ccc(-c2noc(CN3CCN(c4ccccc4)CC3)n2)cc1	-1.9
CC(C)CCNC(=O)C1CCN(c2nc3ccccc3o2)CC1	-0.051
O=C(Nc1cccnc1)c1ccccc1Oc1ccccc1	1.1
CCC1CCCCN1C(=O)CSc1nc(N)c(NC(=O)c2ccc(OC)c(OC)c2)c(=O)[nH]1 (configuration not stated)	0.05
COc1cc(C(=O)O/N=C2\C=CC(=O)C(C)=C2)cc(OC)c1OC	1.4
C(#CCN1CCOCC1)COCCOC(c1ccccc1)c1ccccc1	-2
O=C(CSc1ncccc1C(=O)O)c1ccccc1	-0.025

Ordered by value in Cav32 inh (rising): 3 from the list above.
SMILES	Cav32 inh
c1ccc(-c2noc(CN3CCN(c4ccccc4)CC3)n2)cc1	-1.9
O=C(CSc1ncccc1C(=O)O)c1ccccc1	-0.025
CN(CC(=O)Nc1sccc1C#N)C1CCCCC1	0.48

Further entries.
SMILES	Cav32 inh
CCOc1cc(C(=O)N2CCc3cc(OC)c(OC)cc3C2)ccc1OC(F)F	-0.41
O=C(O)c1ccc(-c2ccco2)n1Cc1ccccc1	-0.28
COc1ccc(C(CNC(=O)COc2ccccc2OC)N(C)C)cc1OC (configuration not stated)	0.72
Nc1ccc(C(=O)O)c(O)c1	0.52
Cc1c(/C=N/n2cnnc2)c2ccccc2n1C	0.15
Cc1ccc(OCc2nnc(SCC(=O)CC(=O)Nc3ccccc3)o2)cc1	-1.1
COc1ccc(CCNC(=O)C2=COCCO2)cc1	0.52
COc1ccc(N(CC(=O)Nc2nc3ccc(C)cc3s2)S(=O)(=O)c2c(C)nn(C)c2C)cc1	-3
O=C1Nc2cc(Cl)c(Cl)cc2N(O)N1c1ccc(Cl)cc1	0.0011
CCN(CC)c1ncn(Cc2c(Cl)cccc2Cl)c2ncnc1-2	-3.2
CCCNC(=O)C1CCN(S(=O)(=O)c2ccc(Br)cc2)CC1	0.34
CCN(C(=O)Nc1ccccc1OC)c1c(N)n(Cc2ccccc2)c(=O)[nH]c1=O	-0.32
Cc1cccc(NC(=O)CC2S/C(=N/c3nccs3)N(C)C2=O)c1 (configuration not stated)	-0.21
O=C(C(c1ccccc1)c1ccccc1)N1CCN(Cc2ccc(Br)cc2)CC1	-1.9
O=C1N(Nc2ccccc2)C(c2ccc(Br)cc2)C12CCCCC2 (configuration not stated)	0.1
CCc1ccc(NC(=O)CCNS(=O)(=O)c2cccc3nsnc23)cc1	0.18
O=C(c1ccccc1)c1ccc(OCC(O)CN2CCOCC2)cc1 (configuration not stated)	-0.37
Cn1c(-c2sc3cc(C(F)(F)F)cnc3c2-c2cccnc2)n[nH]c1=S	1.6
CCOC(=O)c1cnc(NCc2ccccc2)nc1C	0.064
CCC1(c2ccc(F)cc2)NC(=O)N(CC(=O)c2ccc[nH]2)C1=O (configuration not stated)	-0.85
C/C=C\C(=O)Nc1cccc(C2=NOC3(C2)C[C@@H](C(N)=O)N(C(=O)c2ccc(Cl)cc2)C3)c1 (some centres not stated)	1.2
COc1ccc(CCNC(=O)CSc2nc(-c3ccco3)cc(C(F)(F)F)n2)cc1OC	0.42
COc1ccc(-c2ccc(C)cc2)cc1[C@H]1[C@@H]2C=CCC[C@@]2(C)C(=O)N1Cc1ccccc1	-1
NC12CCc3c(no[n+]3[O-])C1(O)CC(c1ccccc1)=[N+]2[O-] (configuration not stated)	0.46
Cc1ccc(Cn2nnc3c(=O)[nH]c(C4CCN(S(=O)(=O)c5cc(C)ccc5C)CC4)nc32)cc1	-0.74
Cc1c(C(=O)NC2CCCc3ccccc32)oc2ccccc12 (configuration not stated)	-4.6*
C=CCc1ccc(OCC(O)CN2CCC(Cc3ccccc3)CC2)c(OC)c1 (configuration not stated)	-4*
Cc1ccc(Cl)cc1N1CCN(C(=O)C2CCN(S(=O)(=O)c3cnc[nH]3)CC2)CC1	0.012
Nc1nonc1-c1nc2ccccc2n1Cc1ccccc1	-3.5
COc1ccccc1-n1c(SCC(=O)Nc2cccc(C)c2)nc2c(c1=O)SCC2	-1.2
O=C1C(Cl)=C(NCC2CCCO2)C(=O)N1Cc1ccccc1 (configuration not stated)	0.37
Cc1cc(CSc2ccccc2)ccc1NC(=O)c1cccc([N+](=O)[O-])c1	-0.05
COc1ccccc1C(=O)NCc1ccccc1	-0.89
CCN(CC)c1nc2ccccc2nc1-n1nc(C)cc1C	-0.89
O=C(CN1C(=O)NC2(CCCCCC2)C1=O)NCc1ccco1	0.79
Cc1ccc(C(C2C(=O)CC(C)(C)CC2=O)C2C(=O)CC(C)(C)CC2=O)s1	2.5
O=C(Cc1cccs1)N1CCCC(c2nc3c(nnn3Cc3cccc(Cl)c3)c(=O)[nH]2)C1 (configuration not stated)	-1
COc1cc(OC)c(C2=NOC(C(=O)Nc3cc(C)nn3-c3ccccc3)C2)cc1Cl (configuration not stated)	-1
COCCNC(=O)c1ccc(C(=O)NCCOC)s1	-1.1
COc1ccc(CCNC(=S)NC(=O)c2ccccc2)cc1OC	-1.4
CCC(C(=O)NCc1ccco1)N(C(=O)CNS(=O)(=O)c1ccccc1)c1ccc(OC)cc1 (configuration not stated)	0.38
O=C1c2ccccc2C(Nc2ccc3c(c2)OCO3)N1Cc1ccc2c(c1)OCO2 (configuration not stated)	-4
CCOC(=O)c1c(-c2ccccc2)csc1NC(=O)C1CCCO1 (configuration not stated)	0.033
CCOC(=O)c1c(NC(=O)CSc2nnnn2C)sc(CC)c1C	-1.9
C[C@]12CCC(=O)C=C1CC[C@@H]1[C@@H]2[C@@H](O)C[C@@]2(C)[C@H]1CC[C@]2(O)C(=O)CO	0.47

Reformatted: 19 of the compounds above
SMILES,Cav32 inh
Cc1ccc(Cn2nnc3c(=O)[nH]c(C4CCN(S(=O)(=O)c5cc(C)ccc5C)CC4)nc32)cc1,-0.74
Cc1c(C(=O)NC2CCCc3ccccc32)oc2ccccc12 (configuration not stated),-4.6*
C=CCc1ccc(OCC(O)CN2CCC(Cc3ccccc3)CC2)c(OC)c1 (configuration not stated),-4*
Cc1ccc(Cl)cc1N1CCN(C(=O)C2CCN(S(=O)(=O)c3cnc[nH]3)CC2)CC1,0.012
Nc1nonc1-c1nc2ccccc2n1Cc1ccccc1,-3.5
COc1ccccc1-n1c(SCC(=O)Nc2cccc(C)c2)nc2c(c1=O)SCC2,-1.2
O=C1C(Cl)=C(NCC2CCCO2)C(=O)N1Cc1ccccc1 (configuration not stated),0.37
Cc1cc(CSc2ccccc2)ccc1NC(=O)c1cccc([N+](=O)[O-])c1,-0.05
COc1ccccc1C(=O)NCc1ccccc1,-0.89
CCN(CC)c1nc2ccccc2nc1-n1nc(C)cc1C,-0.89
O=C(CN1C(=O)NC2(CCCCCC2)C1=O)NCc1ccco1,0.79
Cc1ccc(C(C2C(=O)CC(C)(C)CC2=O)C2C(=O)CC(C)(C)CC2=O)s1,2.5
O=C(Cc1cccs1)N1CCCC(c2nc3c(nnn3Cc3cccc(Cl)c3)c(=O)[nH]2)C1 (configuration not stated),-1
COc1cc(OC)c(C2=NOC(C(=O)Nc3cc(C)nn3-c3ccccc3)C2)cc1Cl (configuration not stated),-1
COCCNC(=O)c1ccc(C(=O)NCCOC)s1,-1.1
COc1ccc(CCNC(=S)NC(=O)c2ccccc2)cc1OC,-1.4
CCC(C(=O)NCc1ccco1)N(C(=O)CNS(=O)(=O)c1ccccc1)c1ccc(OC)cc1 (configuration not stated),0.38
O=C1c2ccccc2C(Nc2ccc3c(c2)OCO3)N1Cc1ccc2c(c1)OCO2 (configuration not stated),-4
CCOC(=O)c1c(-c2ccccc2)csc1NC(=O)C1CCCO1 (configuration not stated),0.033

Going on with the list.
SMILES	Cav32 inh
COC(=O)[C@H]1C[C@@H]1[C@H](NC(=O)OCc1ccccc1)c1ccccc1	-0.94
O=C(Nc1ccon1)c1ccccc1Cl	0.036
CC12CCC(C(=O)N(CC(O)CN3CCCCC3)C1=O)C2(C)C (configuration not stated)	-0.33
O=C(CCCn1c(=S)[nH]c2cc3c(cc2c1=O)OCO3)N1CCN(c2ccc(F)cc2)CC1	-4.3
